# BRCT inh red = inhibitors of human BRCA1 BRCT-phosphoprotein interaction (red fluorophore). actives 0.03% (n = 75,000). P38398. Potency, µM (doses to about 76.9 µM), without a hit: at the top dose activity change, negative = inhibition, hits mostly inhibitors. BRCT-phosphopeptide binding, red fluorescence polarization; note: % is set by controls: 0 for no effect and ±100 for the full control effect
#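 Fluorescence polarization: 100 nM His-tagged BRCA1 BRCT with 100 nM TAMRA-labelled phospho-BACH1 decapeptide, phosphate buffer pH 7.3 with 150 mM NaCl, DTT, 0.01% Tween 20; 12 min RT. Binding inhibition seen as FP decrease.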
# CRE-bla Fsk = modulators of forskolin-stimulated CRE signaling in CHO cells | CHO CRE-bla reporter (cAMP response element driving beta-lactamase), forskolin EC10, beta-lactamase ratio | Potency, µM (series often up to 38.2 µM), for inactives: top-dose activity change, negative = inhibition, most hits filed as activators | AID 662 | actives 2.5% (n = 71,000); active = well fitted activation curve with a large enough effect in the signal ratio, with a control signal flat, not every such curve was filed as active; inconclusive = small, poorly fitted or top-dose-only effect, or effect the other way, or a change in a side signal; the % refers to the signal ratio; note: potency is the fitted concentration of half-maximal effect; % of control where 0% means no effect
#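 CHO CRE-bla cells, overnight plating in Opti-MEM with 0.5% dialyzed FBS; cpd titration + EC10 NKH 477, 3 h 37 °C; CCF4 2 h RT; ex 405/em 460 vs 530 ratio → %Activity, AC50.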
# HEK293 cAMP ctrl = counter-screen for TSHR agonists: cAMP increase in parental HEK293; actives 2.5% (n = 73,000); Potency, µM (series often up to 57.1 µM), inactives show top-dose activation, actives largely listed as activators; parental HEK293 CNG cAMP sensor, membrane potential fluorescence; note: potency is the fitted concentration of half-maximal effect; % of control where 0% means no effect; nearly all actives have a fitted effect of over 55% in size
#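 Counterscreen for endogenous-receptor signalling: CNG-channel HEK 293 cells report cAMP rise by membrane depolarization. After 60 min dye equilibration with 100 uM RO 20-1724, compounds incubated 30 min before bottom-read fluorescence at 590 nm.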
# Casp7 inh = allosteric or competitive inhibitors of human caspase-7 | recombinant caspase-7, Ac-DEVD-AFC fluorescence rate | Potency, µM (doses to about 57.5 µM), inactives show top-dose activity change, negative = inhibition, usual class: inhibitors | actives 0.02% (n = 75,000) | AID 889; active = well fitted inhibition curve with a large enough effect in the main read-out, with a control signal flat, not every such curve was filed as active; inconclusive = small, poorly fitted or top-dose-only effect, or a change in a side signal; note: potency is the fitted concentration of half-maximal effect; % of control where 0% means no effect
# USP2a inhib = blocks human ubiquitin-specific protease USP2a; O75604; USP2a enzymatic assay, qHTS inhibition; Potency, µM (doses to about 38.3 µM), without a hit: at the highest dose activity change, negative = inhibition, usual class: inhibitors; actives 0.1% (n = 60,000); AID 927;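 note: potency is the fitted concentration of half-maximal effect; nearly all actives have a fitted effect of over 60% in size; plate controls were DMSO for no effect and NEM full inhibition control for full effect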
#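 20 nM USP2 core + cpd, 30 min RT; add 20 nM Ub-PLA2/20 uM NBD C6-HPC; read Ex460/Em535 at 0 h and 2.5 h. Normalized to NEM; qHTS curve fit/classification.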
# A350 autofl = compounds fluorescent in Alexa 350 spectral region. Compound autofluorescence, 340/450 nm, Alexa 350 dye-equivalents; active compounds read high. max dye-equivalent concentration, M. actives 11% (n = 59,000). AID 590; in the data active = max dye-equivalent concentration above about 10 nM; inconclusive = mostly about 1.1 nM to 9.6 nM
# Luciferase inh = blocks Photinus pyralis firefly luciferase activity | purified firefly luciferase, luminescence, 8 min | P08659 | actives 2.2% (n = 72,000) | AID 411 | Potency, µM (series often up to 57.1 µM), for inactives: at the highest dose activity change, negative = inhibition, actives largely listed as inhibitors; note: potency is the fitted concentration of half-maximal effect; % is set by controls: 0 for no effect and ±100 for the full control effect; nearly all actives have a fitted effect of over 40% in size
#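 Inhibition of light generation by firefly luciferase from ATP and luciferin was profiled with concentration-response curves per sample, ATP held at 10 uM within the enzyme's linear range. Plates were read by luminescence after an 8-minute ambient incubation.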
# Tau filament bind = binds recombinant human tau filaments; P10636; Potency, µM (doses to about 57.1 µM), for inactives: at the highest dose activity change, negative = inhibition; recombinant tau filaments, thioflavin S fluorescence, 15 h; filaments grown with octadecylsulfate alongside compound; AID 596; actives 2% (n = 71,000);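 note: potency is the fitted concentration of half-maximal effect; % is set by controls: 0 for no effect and ±100 for the full control effect; actives lower thioflavin S fluorescence by blocking filaments or displacing dye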
#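 Read-out: ThS fluorescence, 450 nm excitation/510 nm emission; lower signal marks blocked filament formation or displaced dye. Tau at 1 uM with 30 uM ODS, 10 uM ThS, 5 mM DTT, 100 mM NaCl, 10 mM HEPES pH 7.4; 15 h, 37 C.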
# BRCT PPI green = BRCA1 BRCT-phosphoprotein interaction inhibition | Potency, µM (top dose mostly 76.9 µM), without a hit: at the top dose activity change, negative = inhibition, most hits filed as inhibitors | BRCA1 BRCT-phosphopeptide binding, green fluorescence polarization | actives 0.05% (n = 75,000);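 note: potency is the fitted concentration of half-maximal effect; plate controls were peptide without protein for full effect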
#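 Fluorescence polarization: His-tagged BRCT (~35 kDa BRCA1 C-terminus, 250 nM) bound to 100 nM fluorescein-labeled phosphorylated 10-aa BACH1 peptide, pH 7.3 phosphate buffer with DTT and Tween 20. Compounds incubated 12 min at room temperature; inhibition read as lowered polarization.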
# ERK AVP block = blocks ERK signaling stimulated by vasopressin. AID 995. HEK293-V1b, vasopressin-stimulated pERK AlphaScreen. actives 0.99% (n = 72,000). Potency, µM (doses to about 57.5 µM), for the others: at the highest dose activity, negative = inhibition, actives largely listed as inhibitors; note: potency is the fitted concentration of half-maximal effect; % is set by controls: 0 for no effect and ±100 for the full control effect; nearly all actives have a fitted effect of over 55% in size
#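 V1b-HEK293 cells; cpd 30 min 37C; 25 nM vasopressin 5 min; lyse 10 min; AlphaScreen beads 5 hr RT. Normalized to DMSO basal and 25 nM vasopressin; AC50 by Hill fit.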
# Caspase-1 inhib = allosteric or competitive inhibitors of human caspase-1; P29466; AID 900; Caspase-1 enzyme, Ac-WEHD-AFC fluorogenic rate; Potency, µM (highest dose often 57.5 µM), inactives show at the highest dose activity change, negative = inhibition, hits mostly inhibitors; actives 0.03% (n = 75,000);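 note: potency is the fitted concentration of half-maximal effect; plate controls were vehicle for no effect and no substrate for full effect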
# Starred values were filed as active, the others as inactive; i = inactive; ? = inconclusive; . = no result given; [ ] = remark or other dose. Unless noted, calls come from the whole dose curve; as a rule, active = well fitted curve in the direction sought with a large enough effect; inconclusive = small, poorly fitted or top-dose-only effect, or another doubt; inactive = no such curve, though single readings can be large; an effect the other way counts as inactive or inconclusive.
# The first five entries, ahead of the listing:
SMILES,BRCT inh red,CRE-bla Fsk,HEK293 cAMP ctrl,Casp7 inh,USP2a inhib,A350 autofl,Luciferase inh,Tau filament bind,BRCT PPI green,ERK AVP block,Caspase-1 inhib
COC(=O)CN(c1ccc2c(c1)OCO2)S(C)(=O)=O,-1.7%,-7%,3%,-1%,2%,?,1%,-14%,-6.8%,-14%,1%
Cc1sc2ncn(-n3c(C)ccc3C)c(=O)c2c1C,0.7%,-6%,10%,0%,4%,i,1%,16%,-0.4%,-8%,0%
CC1(C)CC(=O)C([C@H]2C3=C(CC(C)(C)CC3=O)Oc3ccccc32)C(=O)C1,-0.7%,-11%,19%,-1%,.,.,1%,9%,0.8%,-1%,1%
O=C(c1ccc(Cl)c(F)c1F)N1CCCC1,0.0%,-4%,2%,-4%,40%[activator],i,0%,-7%,0.2%,-8%,-1%
Cc1ccc2nc(CSc3nnc(Cc4cccs4)n3C3CCCCC3)cc(=O)n2c1,-1.2%,?,13%,-3%,7%,1.2e-08M*,1%,2%,-0.5%,22%,-2%

# All compounds of this part (from the top)
SMILES,BRCT inh red,CRE-bla Fsk,HEK293 cAMP ctrl,Casp7 inh,USP2a inhib,A350 autofl,Luciferase inh,Tau filament bind,BRCT PPI green,ERK AVP block,Caspase-1 inhib
COC(=O)CN(c1ccc2c(c1)OCO2)S(C)(=O)=O,-1.7%,-7%,3%,-1%,2%,?,1%,-14%,-6.8%,-14%,1%
Cc1sc2ncn(-n3c(C)ccc3C)c(=O)c2c1C,0.7%,-6%,10%,0%,4%,i,1%,16%,-0.4%,-8%,0%
CC1(C)CC(=O)C([C@H]2C3=C(CC(C)(C)CC3=O)Oc3ccccc32)C(=O)C1,-0.7%,-11%,19%,-1%,.,.,1%,9%,0.8%,-1%,1%
O=C(c1ccc(Cl)c(F)c1F)N1CCCC1,0.0%,-4%,2%,-4%,40%[activator],i,0%,-7%,0.2%,-8%,-1%
Cc1ccc2nc(CSc3nnc(Cc4cccs4)n3C3CCCCC3)cc(=O)n2c1,-1.2%,?,13%,-3%,7%,1.2e-08M*,1%,2%,-0.5%,22%,-2%
Cc1ccc(S(=O)(=O)Cn2nnnc2C(CC(C)C)N2CCN(c3ccc(F)cc3)CC2)cc1 (stereo unspecified),-0.8%,-10%,14%,-1%,19%,i,0%,-8%,0.4%,-16%,-2%
COC(=O)COc1ccc(S(=O)(=O)N2CCOCC2)cc1C,-0.1%,5%,-3%,0%,3%,i,0%,12%,-2.1%,-1%,2%
COc1ccccc1CNC(=O)c1cc2sccc2n1C,-0.1%,-1%,29%,-1%,-3%,i,0%,2%,0.3%,37%[activator],-3%
CC(C)CCn1c(NCCN(C)C)nc2c1c(=O)[nH]c(=O)n2C,-1.5%,1%,-1%,0%,-5%,i,4%,2%,-2.3%,-9%,2%
CC(=O)c1cccc(NC(=O)c2nccnc2C(=O)O)c1,0.8%,-15%,5%,-1%,-3%,?,2%,1%,-0.5%,2%,0%
CC(C(=O)Nc1ncc2c(n1)CC(C)(C)CC2=O)N1C(=O)c2ccccc2C1=O (stereo unspecified),2.3%,-16%,8%,-1%,-6%,i,1%,-2%,-0.8%,-14%,1%
CC1=C(C(=O)OCc2ccccc2)C(c2ccc(Cl)cc2)NC(=O)N1CCCCCC(=O)O (stereo unspecified),-1.9%,?,?,-2%,.,.,.,5%,-1.3%,-7%,-3%
CCCNc1nc2c(c(=O)n(C)c(=O)n2C)n1CCc1ccccc1,0.2%,22%,25%,-2%,2%,i,0%,-3%,-2.8%,?,-1%
CCC/C=C(\CCC)C(NC(=O)CCc1ccccc1)c1ccc(C(F)(F)F)cc1 (stereo unspecified),-0.5%,11%,?,-1%,.,.,.,0%,-2.5%,25%,0%
O=C(CCNS(=O)(=O)c1cccc2nsnc12)NCCC1=CCCCC1,-2.6%,-10%,5%,-1%,14%,i,3%,-20%,-0.6%,2%,2%
CCOc1cccc(-c2nnc(SCC(=O)Nc3cc(C)ccc3OC)n2N)c1,0.3%,14%,13%,0%,19%,i,4%,6%,-3.0%,?,-1%
O=C(OCCOCCO)c1ccccc1Nc1cccc(C(F)(F)F)c1,0.3%[34.4 µM],4%[17.1 µM],5%[25.6 µM],0%[25.7 µM],25%[17.1 µM],3.1e-08M*,3%[25.5 µM],4%[25.6 µM],-1.8%[34.4 µM],-15%[25.7 µM],-4%[25.7 µM]
COc1ccc2[nH]c(=O)c(CN(CCN(C)C)C(=O)NCc3ccccc3)cc2c1,0.5%,-4%,6%,1%,3%,2.6e-07M*,-4%,4%,-3.9%,-17%,-2%
O=C(O)CCSc1nc2ccc(Br)cc2[nH]1,-0.3%,2%,7%,1%,-2%,i,-3%,1%,-2.4%,27%,0%
O=C1C2CC=CCC2C(=O)N1c1ccc(OCC(O)Cn2nnc3ccccc32)cc1 (stereo unspecified),0.0%,8%,8%,-1%,27%,i,2%,-10%,0.8%,?,1%
COc1ccc(C2CC(c3ccc(F)cc3)Nc3nc(N)nn32)cc1 (stereo unspecified),0.0%,-5%,-2%[11.4 µM],-1%,.,.,-2%,12%,-4.7%,-16%,-1%
CCc1nnc(NC(=O)CN2CCN(c3nc(-c4ccccc4)cs3)CC2)s1,2.0%,-4%,3%,-6%,39%[activator],i,0%,-3%,0.5%,-6%,-5%
O=C(NCc1ccco1)c1ccc2c(c1)C(=O)N(Cc1ccccc1)C2=O,0.2%,-5%,3%,-2%,1%,i,2%,-1%,-0.9%,-16%,0%
Cn1c(SCC(=O)N2CCCCC2)nc2cccnc21,-1.7%,7%,?,5%,-3%,i,6%,-5%,-2.5%,10%,-1%
Cc1ccc(Nc2cc(C)nn2-c2nc(C)cc(C)n2)cc1,0.7%,?,21%,-3%,20%,i,2%,34%,-3.6%,-20%,-2%
CC(=O)S[C@@H]1CC2=CC(=O)CC[C@@]2(C)[C@H]2CC[C@]3(C)[C@H](CC[C@@]34CCC(=O)O4)[C@H]12,-0.8%,-14%,4%,2%,18%,i,2%,76%,-0.8%,19%,1%
Cc1cc(C)n(-c2ccn(Cc3ccc(Cl)cc3Cl)c(=O)n2)n1,-1.3%,?,16µM*,-4%,13%,i,-2%,0%,1.9%,-30%,2%
O=C(CC(Cc1ccccc1)C(=O)O)NCCc1ccc2c(c1)OCO2 (stereo unspecified),1.6%,1%,9%,0%,-3%,?,1%,9%,-1.9%,-14%,-1%
CNc1nc(-c2ccc3c(c2)OCO3)nc2ccccc12,0.6%,?,-39%[inhibitor],-3%,43%[activator],i,-4%[2.29 µM],59%,2.8%,?,-2%
CCC1C(=O)n2nc(-c3ccccc3)cc2N=C1C (stereo unspecified),-2.2%,1%,8%,1%,-2%,i,-11%,1%,-1.6%,?,-1%
CCCCc1ccc(NC(=O)c2c(C)noc2C)cc1,-0.2%,?,-1%,0%,4%,?,0%,2%,-2.8%,-24%,0%
O=C1CCCc2c1[nH]c1ccc(CN3CCCCC3)cc21,-0.6%,5%,7%,-1%,3%,.,-1%,15%,-0.3%,-5%,-1%
CC(C)CO/N=C1/C[C@@H](O)[C@@H](O)[C@@H]2[C@@H]3C(=O)N([C@@H](C)c4ccccc4)C(=O)[C@H]3CC[C@H]12,0.9%[15.4 µM],.,-7%[11.4 µM],-1%[11.5 µM],.,.,0%[11.4 µM],.,1.2%[15.4 µM],1%[11.5 µM],1%[11.5 µM]
CCOCCCn1c(=N)c(C(=O)NCc2ccc3c(c2)OCO3)cc2c(=O)n3cccc(C)c3nc21,-2.6%,17%,.,?,39%[activator],2.2e-07M*,2%,0.63µM*,-0.8%,-13%,?
CCN1CCN(c2c(Cl)cccc2NC(=O)c2ccc(Br)o2)CC1,-1.3%,?,-36%[inhibitor],0%,16%,i,-2%,49%,-0.3%,?,0%
COc1ccc2nc(NC(=O)CN3CCN(C)CC3)sc2c1,0.5%,7%,16%,-1%,-7%,i,-7%,8%,-1.7%,0%,0%
CC(C)Oc1ccc2c(=O)c3cc(C(=O)O)ccc3oc2c1,-4.7%,-9%,0%,2%,.,.,-7%,?,-0.5%,-10%,0%
COC(=O)c1ccc(-c2cc(C(=O)O)c3cc4c(cc3n2)OCCO4)cc1,-3.0%,?,7%,-2%,-5%,6.7e-06M*,3.2µM*,-14%,0.3%,-13%,-4%

# Screens as filed in PubChem BioAssay.

# Rows were taken by chance (roughly 16% active in at least one column).
